Compound activity deposited in PubChem by National Center for Advancing Translational Sciences (NCATS).
p53ts 39C kill = cytotoxicity in p53ts cells at nonpermissive temperature. H1299-p53A138V viability at 39C, ATP luminescence, 24 h. Potency, µM (highest dose often 46.1 µM), inactives show at the highest dose activity change, negative = cell killing, usual class: cytotoxic. 130,000 tested, 1.5% active. AID 902; note: nearly all actives have a fitted effect of over 55% in size
p53ts 32C kill = p53ts cell cytotoxicity, permissive temperature; H1299-p53A138V at 32C, ATP luminescence viability, 24 h; Potency, µM (top dose mostly 46.1 µM), without a hit: top-dose activity change, negative = cytotoxicity, hits mostly cytotoxic; 130,000 tested, 0.93% active;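 note: 0% = DMSO and -100% = full killing by reference compound; nearly all actives have a fitted effect of over 55% in size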
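ATP-content luminescence (ATPlite) read-out after 24 h compound exposure at 32C in H1299-p53A138V cells (600/well). Tested up to 46 uM. Normalized to DMSO (0%) and 100 uM tamoxifen (100% killing); Hill-fit AC50.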
IkB sig inh = IkB pathway inhibition in ABC-DLBCL cells; ABC-DLBCL IkBa-CBG/CBR dual luciferase ratio, 4 h; response scale: scaled: untreated 0%, proteasome inhibitor 100%; Potency, µM (top dose mostly 57.1 µM), inactives show at the highest dose IkBa stabilization activation; 110,000 tested, 0.04% active; active = well fitted curve in the direction sought with a large enough effect in the signal ratio, not every such curve was filed as active; inconclusive = small, poorly fitted or top-dose-only effect, or a change in a side signal; the % refers to the signal ratio;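 note: the direction sought is a rising ratio; 0% = basal untreated cells and 100% = reference inhibitor full response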
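In this assay, an IκBα–CBG68 fusion accumulates when IKK-driven degradation is blocked; native CBR normalizes for cell number. OCI-Ly3 cells were treated 4 h with compound and doxycycline, then green and red light read after Chroma-Glo addition.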
Peg3 imprint = genomic imprint erasure induction; mouse ES Peg3-LacZ reporter, beta-gal luminescence, 40 h; Potency, µM (highest dose often 60.7 µM), without a hit: at the highest dose activity change, positive = activation, usual class: activators; 110,000 tested, 0.02% active; AID 1948;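 note: 0% = negative control wells on the plate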
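Readout: BetaGlo luminescence (5 min, room temp) for LacZ from the normally silent maternal Peg3 allele in female Peg3LacZ-Neo ES cells. Cells 300/well, 40 h, 37C, 5% CO2. Data normalized per plate to negative controls.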
* = called active by the depositor; ? = inconclusive; . = no result given; & = joins results of further samples; [ ] = another dose, or the depositor's remark. Unless noted, calls come from the whole dose curve; as a rule, active = well fitted curve in the direction sought with a large enough effect; inconclusive = small, poorly fitted or top-dose-only effect, or another doubt; inactive = no such curve, though single readings can be large; an effect the other way counts as inactive or inconclusive. Unless noted, % is set by controls: 0 for no effect and ±100 for the full control effect; potency is the fitted concentration of half-maximal effect. Compounds were not picked by outcome; any-hit rate near 1.7%.

SMILES	p53ts 39C kill	p53ts 32C kill	IkB sig inh	Peg3 imprint
CN(C)c1ccc(-c2cc(NCc3ccccc3)ncn2)cc1	?	?	-1.0%[11.4 µM]	-20.3%
COCCn1c(=O)c(CCc2ccccc2)nc2cnc(N3CCNCC3)nc21	-17.1%	-8.2%	-0.8%[11.4 µM]	.
O=C(O)CC1Oc2ccc(Cl)cc2NC1=O (configuration not stated)	1.2%	-8.4%	3.0%	-4.2%
CCOc1ccccc1C(=O)Nc1nnc(COC)s1	16.4%&22.4%	9.7%&2.8%	-1.0%	-9.9%[10.9 µM]
CSc1ccc(CNC(=O)Cn2ccc3cc(S(=O)(=O)N4CCCC4)ccc32)cc1	?	-17.2%	?	-6.6%[10.9 µM]
CCOc1cc(C(=O)NCCOC)ccc1OC	17.9%	?	0.0%	-14.0%
Cc1ccc(Cl)cc1N1CCN(C(=O)Cn2cnc3nc4c(cc3c2=O)CCCC4)CC1	-12.3%	-4.1%	?	5.4%[10.9 µM]
CCOC(=O)N1CCN(C(=O)C(C)n2nc(C)n3c(cc4sccc43)c2=O)CC1 (configuration not stated)	-3.8%	16.7%	0.9%	-20.7%
CCOC(=O)C(NC(C)=O)(Nc1ccc(F)cc1)C(F)(F)F (configuration not stated)	1.6%	10.0%	2.4%	-13.4%
Cc1ccc(CNC(=O)CSc2nc3n[nH]c(C)c3c(=N)n2-c2ccccc2Cl)cc1	32.4%[activator]	-0.9%	0.0%	-11.9%[10.9 µM]
c1ccc2c(c1)OCC(c1nnc3sc(-c4cnccn4)nn13)O2 (configuration not stated)	6.1%	9.3%	1.9%	-14.7%
CC1Oc2ccccc2N(CC(=O)N(Cc2ccccc2)Cc2ccccn2)C1=O (configuration not stated)	-6.0%	8.8%	0.0%	-12.5%
CCc1c(C)c(C#N)c2nc3ccccc3n2c1N(C)C	-11.8%	-7.9%	-1.2%	-8.6%
CCCCCSc1nncc(=O)[nH]1	-0.9%	-0.1%	-0.8%	-11.8%
O=C(O)c1ccccc1S(=O)(=O)NCC(O)COC1CCCCC1 (configuration not stated)	6.2%	-0.1%	5.9%	.
COc1cccc(C2=CC(c3cccc(OC)c3OC)n3nnnc3N2)c1 (configuration not stated)	?	-15.6%	2.2%	-27.3%
CCC(C(=O)NCc1ccco1)N(C(=O)CNS(=O)(=O)c1ccc(C)cc1)c1ccccc1OC (configuration not stated)	9.9%	11.0%	-0.3%	-10.9%
Cc1ccccc1OCC(O)Cn1nnc2ccccc21 (configuration not stated)	3.6%	-3.6%	.	.
O=S(=O)(c1cccc2cnccc12)N1CCNCC1	-15.3%	4.1%	?	14.3%
CC(=O)N1CCc2cc(S(=O)(=O)NCCC(=O)Nc3cc(C)cc(C)c3)ccc21	3.4%	1.0%	1.2%	-18.6%

Profiles, quoted from the list. Screens in order: p53ts 39C kill, p53ts 32C kill, IkB sig inh, Peg3 imprint
Shown for CCc1c(C)c(C#N)c2nc3ccccc3n2c1N(C)C → -11.8%, -7.9%, -1.2%, -8.6%
Shown for CCCCCSc1nncc(=O)[nH]1 → -0.9%, -0.1%, -0.8%, -11.8%
Shown for CSc1ccc(CNC(=O)Cn2ccc3cc(S(=O)(=O)N4CCCC4)ccc32)cc1 → ?, -17.2%, ?, -6.6%[10.9 µM]

The listing continues:
SMILES	p53ts 39C kill	p53ts 32C kill	IkB sig inh	Peg3 imprint
COC(=O)N(C)CCCC1(C)C(=O)N(C)c2ccc(O)cc21 (configuration not stated)	3.9%	-3.4%	0.8%	-9.1%
O=C(CSc1nccn1Cc1ccc(F)cc1)Nc1ccc2c(c1)OCO2	?	7.7%	-0.4%	-5.5%[10.9 µM]
O=C(N1CCOCC1)C(F)(F)C(F)(F)C(F)(F)C(F)(F)C(=O)N1CCOCC1	-2.8%	5.5%	1.6%	-7.4%
COCCCn1c(SCC(=O)N2CCCCC2C)nnc1-c1ccco1 (configuration not stated)	-1.1%	-9.4%	-0.1%	-4.5%
Cc1cccc(C)c1OCc1nnc(SCC(=O)Nc2ccccc2F)o1	-0.6%	3.2%	10.6%	-1.0%
CCOC(=O)c1c(NC(=O)CSc2nc3c(c(=O)n(C)c(=O)n3C)n2CC)sc(C)c1C	11.4%	6.1%	-0.3%	-9.3%
COc1ccc(NS(=O)(=O)c2ccc(-c3cnc(C4CC4)o3)cc2)cc1Cl	1.2%	22.1%	?	-23.5%[10.9 µM]
Cc1ccccc1CNCCCSc1nnnn1-c1ccccc1	4.7%	-11.3%	-1.1%	-6.9%[10.9 µM]
NC(=O)C1CCN(C(=O)N2c3ccccc3Sc3ccccc32)CC1	-5.3%	11.0%	1.3%	-16.8%
CC(C)Oc1ccc(CNC(=O)C2CCN(c3nc4ccccc4n(C)c3=O)CC2)cc1	-13.2%	-2.1%	0.6%	-2.1%[10.9 µM]
COc1ccc(Cl)cc1NC(=O)Cn1cc(C(=O)c2ccc(C)cc2)c(=O)c2ccc(C)nc21	-2.5%	-1.0%	?	9.5%[10.9 µM]
Cc1cc2nc3c(nc2cc1C)C1(C(=O)O)CCC3(C)C1(C)C (configuration not stated)	-0.8%	8.1%	5.3%	-7.7%
Nc1nc(CN2CCOCC2)cs1	-2.0%	1.3%	0.2%	0.9%
O=C(NC1CCCC1)C(c1ccccc1)N(C(=O)c1ccno1)c1cccnc1 (configuration not stated)	3.0%	-8.1%	1.0%	-5.7%
CCOc1ccc(-n2nc3ccc(NC(=O)c4ccc(C)cc4C)cc3n2)cc1	26.4%	-1.1%	-3.6%	11.0%[10.9 µM]
CCc1cccc(CC)c1NC(=O)c1c(C)oc2ccc(O)c(CN3CCCC3)c12	-5.0%	-1.8%	?	-2.9%[10.9 µM]
CCN(CC)CCOC(=O)c1ccc(NC(=O)COc2cc(=O)n(CC)c3ccccc23)cc1	-17.9%	-10.2%	2.5%	-10.9%
CC(CCc1ccccc1)NCC(O)c1ccc(O)c(C(N)=O)c1 (configuration not stated)	2.9%	0.8%	.	-13.3%&-12.9%
CCCCn1cc(S(=O)(=O)c2ccc(OCC)cc2)c(=O)c2cc(OC)c(OC)cc21	-24.3%	4.1%	?	-11.1%[10.9 µM]
CCOC(=O)CN1C(=O)COc2ccc(C(C)(C)C)cc21	5.0%	-7.4%	5.1%	-14.3%
CCOc1ccccc1NC(=O)CN1c2ccccc2S(=O)(=O)c2ccccc21	3.0%	6.8%	-0.6%	9.7%[10.9 µM]
CCc1ccc(Nc2ncnc3sc4c(c23)CCCC4)cc1	-17.3%	0.6%	-2.4%	10.0%[10.9 µM]
COC(=O)c1c(NC(=O)Cc2cccs2)sc(C)c1C	-15.9%	-16.9%	.	.
Cc1ccccc1-c1nc(CNC(=O)Nc2ccccc2)c(C)o1	-12.3%	-9.6%	-0.6%	8.6%[10.9 µM]
O=C(NC1CCCCC1)N1CCN(c2ccccc2)CC1	-0.9%	-5.4%	.	.
COc1ccc(CNC(=O)CCCc2nnc3n(CCC(C)C)c(=O)c4sccc4n23)cc1	13.8%	-4.8%	5.0%	-14.0%[10.9 µM]
CC(C)NC(=O)N1CC2(CCN(C(=O)c3ccncc3)CC2)C1	7.6%	-3.8%	0.5%[11.4 µM]	.
O=C(O)[C@H]1CN(CCCP(=O)(O)O)CCN1	-2.2%&-13.7%	4.6%&5.4%	0.5%&0.7%&-6.3%	-2.8%&-2.3%
CCN(CC)c1nc2n(c(=S)n1)CCS2	4.1%	9.0%	0.2%	-7.1%
Cc1cccc(NC(=O)c2ccc3c(O)c(S(=O)(=O)c4ccccc4)c(=O)[nH]c3c2)c1C	3.3%	-4.4%	-1.5%	-8.6%[10.9 µM]
COc1ccc(-c2csc3ncnc(NCCN4CCOCC4)c23)cc1	4.0%	9.4%	0.4%	-16.4%
CCNC(=O)c1c(NC(=O)c2cc(=O)c3ccc(C)c(C)c3o2)sc2c1CCCC2	2.5%	5.8%	1.8%	-7.9%[10.9 µM]
CCOC(=O)c1ccccc1NC1c2ccccc2C(=O)N1c1ccc(C)cn1 (configuration not stated)	-2.4%	-1.4%	-3.0%	-23.5%
CC(=O)OC1c2ccccc2C(=O)N1c1ccccc1C (configuration not stated)	1.0%	-1.3%	1.2%	3.1%
Cc1nc2ccc(S(=O)(=O)N(C)CC(=O)NCc3ccc4c(c3)OCO4)cc2s1	-8.3%	-6.7%	-0.3%	-9.2%
OCC1OC(c2ccc3c(c2)OCO3)C=CC1Oc1ccc(C2CCCC2)cc1 (configuration not stated)	0.8%[9.22 µM]	1.5%[9.22 µM]	.	.
NC1=NC(=O)C(CC(=O)c2ccc(Cl)cc2)S1 (configuration not stated)	-20.4%	-9.5%	.	.
CCCCn1c(-c2ccccc2)nnc1-c1ccccc1	9.5%	2.9%	-0.6%	-9.7%
Cc1nn(Cc2ccc(F)cc2)c(C)c1NC(=O)c1nn(C)cc1Cl	12.9%	9.4%	.	.
CCOC(=O)Cc1csc(NC(=O)CSc2ncnc3c2cnn3-c2ccccc2Cl)n1	16.8%	13.0%	?	-22.3%
COC(=O)CN1C(=O)C(O)(CC(=O)c2ccccc2)c2ccccc21 (configuration not stated)	7.0%	0.9%	0.0%	-9.2%
Nc1ccc(OCc2ccccc2)cc1	-0.8%	-10.9%	8.7%	-19.3%
CCOC(=O)c1c(C)[nH]c(C(=O)COC(=O)CCC(=O)c2ccc3c(c2)OCCO3)c1C	-9.5%	-0.2%	1.0%	-6.7%
CCN(CC)CCOc1c(Br)ccc2c1sc1nc3n(c(=O)c12)CCC3	8.0%	-9.6%	0.9%	-25.9%
CC1=C(C(=O)OCC2CCCO2)C(c2ccc(O)cc2)NC(=O)N1 (configuration not stated)	15.0%	10.5%	-2.9%	-13.1%
N#CC1=C(N)C(C#N)(C#N)[C@H](c2c(F)cccc2F)[C@H]2CC3(CC=C12)OCCO3	16.2%	-2.1%	5.4%	-20.5%
CC1=C(C(=O)Nc2cccnc2)C(c2ccc(C(C)C)cc2)n2ncnc2N1 (configuration not stated)	-0.7%	5.7%	1.3%	1.9%
Cc1ccc2[nH]c3c(=O)n(CC(=O)N(C)c4cc(Cl)ccc4C)ncc3c2c1	-12.9%	-0.3%	3.2%	8.0%[10.9 µM]
COc1ccc(Oc2ncc3nc(-c4cccs4)c(=O)n(C)c3n2)cc1	-10.3%	2.1%	-1.7%[11.4 µM]	.
C=CCOC(=O)C1=C(C)Nc2ncnn2C1c1cc(Br)ccc1F (configuration not stated)	-3.5%	10.2%	-0.6%	-17.2%
Cc1ccc(-c2noc(-c3cc(-c4ccc(F)cc4)n[nH]3)n2)cc1	-11.3%	2.2%	-0.7%	-1.5%[10.9 µM]
Cc1nc(N2CCN(c3ccccc3)CC2)nc2c1C(=O)CC(C)C2 (configuration not stated)	0.8%	4.3%	14.5%	-6.9%
CCOc1ccccc1CNC(=O)Cn1nc(C)c2nn(-c3ccc(Cl)cc3)c(C)c2c1=O	-7.9%	-0.3%	?	-2.9%[10.9 µM]
CCCCC(=O)Nc1ccc(C(=O)NCC(=O)OC)cc1	2.4%	4.8%	2.1%	-13.7%
Cc1cccc(CS(=O)(=O)Cc2ccc(C(=O)NCc3ccccc3)o2)c1	-8.0%	5.0%	-2.1%	28.0%[10.9 µM]
COc1cccc(CNC(=O)Cn2c(=O)cc(C)c3c(C)nn(C)c32)c1OC	-4.2%	-3.4%	?	-12.8%[10.9 µM]
CC(=O)Nc1ccc(NC(=O)CN(c2ccccc2Cl)S(C)(=O)=O)cc1	-4.5%	9.5%	0.7%	-2.5%

Reprinted at random: 6 records from the list, in no set order.
SMILES	p53ts 39C kill	p53ts 32C kill	IkB sig inh	Peg3 imprint
O=S(=O)(c1cccc2cnccc12)N1CCNCC1	-15.3%	4.1%	?	14.3%
CN(C)c1ccc(-c2cc(NCc3ccccc3)ncn2)cc1	?	?	-1.0%[11.4 µM]	-20.3%
O=C(NC1CCCCC1)N1CCN(c2ccccc2)CC1	-0.9%	-5.4%	.	.
CCCCCSc1nncc(=O)[nH]1	-0.9%	-0.1%	-0.8%	-11.8%
CCOc1cc(C(=O)NCCOC)ccc1OC	17.9%	?	0.0%	-14.0%
O=C(O)[C@H]1CN(CCCP(=O)(O)O)CCN1	-2.2%&-13.7%	4.6%&5.4%	0.5%&0.7%&-6.3%	-2.8%&-2.3%
